STEP block: blocks human striatal-enriched tyrosine phosphatase. actives 0.25% (n = 360,000). inhibition, % at 20 µM. AID 588621. P54829. recombinant STEP, OMFP fluorogenic substrate, fluorescence;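 active = inhibition at 20 µM, scaled per plate between control wells, above about 37%, limit read from the data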;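 also: 0% = DMSO with enzyme and substrate and 100% = substrate only without enzyme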
Target sequence (P54829 whole entry, looked up): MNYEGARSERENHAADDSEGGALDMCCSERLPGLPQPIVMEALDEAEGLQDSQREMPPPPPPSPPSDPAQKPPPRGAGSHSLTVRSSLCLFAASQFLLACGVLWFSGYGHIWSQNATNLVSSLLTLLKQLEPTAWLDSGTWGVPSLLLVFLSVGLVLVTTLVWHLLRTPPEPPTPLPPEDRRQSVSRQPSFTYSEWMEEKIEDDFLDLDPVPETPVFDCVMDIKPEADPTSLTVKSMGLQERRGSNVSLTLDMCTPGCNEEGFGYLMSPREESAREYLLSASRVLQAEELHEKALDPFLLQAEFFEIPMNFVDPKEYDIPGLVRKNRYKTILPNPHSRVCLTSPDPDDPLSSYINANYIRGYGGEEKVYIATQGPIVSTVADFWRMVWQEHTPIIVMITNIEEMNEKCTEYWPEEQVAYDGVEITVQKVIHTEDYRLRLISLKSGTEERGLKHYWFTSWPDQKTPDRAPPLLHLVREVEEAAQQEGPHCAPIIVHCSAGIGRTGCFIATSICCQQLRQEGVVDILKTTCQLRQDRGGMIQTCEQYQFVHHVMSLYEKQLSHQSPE
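System: STEP (striatal-enriched tyrosine phosphatase) enzyme, cell-free; medium: Bis-Tris pH 6.0 buffer with DTT, detergent; dosing: 20 µM, 1% DMSO; times: reaction 20 min, ambient temperature; detection: fluorescence, 480/540 nm; read-out basis: normalized % inhibition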
NadD block: blocks S. aureus nicotinate mononucleotide adenylyltransferase | purified NadD enzyme, colorimetric absorbance read-out | inhibition, % at 20 µM | actives 0.78% (n = 360,000) | AID 602399; in the data active = inhibition above about 26%; also: some compounds past the cut are filed as inactive
DNMT1 block: blocks human DNA methyltransferase DNMT1. actives 0.83% (n = 360,000). DNMT1 molecular beacon, Hinp1I cleavage, fluorescence. inhibition (reported as % activation of signal), % at 10 µM. AID 588458. P26358; in the data active = inhibition above about 50%
TbMetRS inhib: Trypanosoma brucei MetRS inhibition; purified T. brucei MetRS, ATP depletion, Kinase-Glo luminescence; inhibition, % at 11.9 µM; actives 0.4% (n = 360,000); AID 624268;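 active = inhibition above a per-plate cutoff of the control wells' mean inhibition plus 3 SD, cut at about 5.5% in these data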;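 also: 0% = DMSO wells median and 100% = median of wells with control inhibitor compound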
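Material – parasite MetRS enzyme · Medium – HEPES-MgCl2-KCl buffer plus DTT, spermine, BSA, pyrophosphatase · Reagent – ATP, methionine and E. coli bulk tRNA substrates · Times – 15 min enzyme-compound preincubation, 2 h reaction, 10 min detection, 25 °C · Measured by – luminescence of leftover ATP · Evaluation – percent inhibition relative to median high and low control wells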
Scp1 inh: Scp-1 (human) phosphatase inhibition | Q9GZU7 | Recombinant Scp1, phosphopeptide, malachite green phosphate absorbance | inhibition, % at 20 µM | actives 0.88% (n = 340,000) | AID 493091;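 active = inhibition above about 50% at 20 µM, limit read from the data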;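 also: plate controls were DMSO wells with enzyme for no effect and wells lacking enzyme for full effect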
Target sequence (Q9GZU7 76-261 limits assumed): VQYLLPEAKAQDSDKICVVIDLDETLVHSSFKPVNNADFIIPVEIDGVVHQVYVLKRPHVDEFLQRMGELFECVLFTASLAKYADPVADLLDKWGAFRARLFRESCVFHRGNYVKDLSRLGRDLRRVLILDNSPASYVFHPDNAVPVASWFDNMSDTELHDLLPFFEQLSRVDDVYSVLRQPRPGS
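Material: truncated SCP-1 phosphatase (76-261aa) / Buffer or medium: 50 mM Tris acetate pH 5.5, 0.005% Tween-20, 10 mM MgCl2 / Compound dosing: one concentration, 20 µM, with 1.0% DMSO / Incubation: 45 min room-temperature reaction, 5 min colour, 30 min stabiliser / Detection: colorimetric free-phosphate detection, absorbance 630 nm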
NRP1-CendR mod: modulators of CendR peptide binding to human neuropilin-1 | FAM-RPARPAR peptide binding to NRP-1, fluorescence polarization | inhibition, % at 25 µM | actives 0.85% (n = 360,000) | AID 602438;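 active = inhibition or corrected inhibition above about 18%, plus a signal ratio from 0.5 to 1.5, limit read from the data, passing the limit was not always enough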; also: strong numbers were not always called active
Neddylation inh: inhibitors of human cullin neddylation. calls only at 25 µM. TR-FRET cullin neddylation, biochemical. P61081+Q13564. actives 0.58% (n = 360,000); in the data active = inhibition above about 36%
SKN-1 block: C. elegans SKN-1 inhibition; C. elegans VP596 Pgst-4::GFP/RFP ratio, acrylamide-induced, 24 h; inhibition, % at 21.8 µM; actives 0.49% (n = 360,000); AID 624304;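 active = interference check ratio from 0.5 to 1.5 plus GFP to RFP signal ratio inhibition reaching or exceeding a fixed threshold, cut at about 30% in these data, passing the limit was not always enough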; also: some compounds called inactive have numbers as strong as hits
SUMO1-SIM PPI: SUMO1-SIM interaction modulation | inhibition, % at 20 µM | SUMO1 binding to a labelled peptide, TR-FRET, 1 h | actives 0.33% (n = 360,000); in the data active = inhibition above about 37%
Target sequence (P63165 whole entry, looked up): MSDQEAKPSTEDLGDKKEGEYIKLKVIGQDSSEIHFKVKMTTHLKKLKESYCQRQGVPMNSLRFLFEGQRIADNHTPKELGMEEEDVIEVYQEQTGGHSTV
LMPTP block: blocks human LMPTP phosphatase. actives 0.22% (n = 360,000). P24666. AID 651560. recombinant LMPTP-A, OMFP fluorogenic substrate, fluorescence intensity. inhibition, % at 20 µM;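 active = compounds that cut the enzyme signal by at least half of the control window in the single-dose screen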;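 also: plate controls were DMSO wells with enzyme plus substrate for no effect and substrate without enzyme for full effect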
Target sequence (P24666 whole entry, looked up): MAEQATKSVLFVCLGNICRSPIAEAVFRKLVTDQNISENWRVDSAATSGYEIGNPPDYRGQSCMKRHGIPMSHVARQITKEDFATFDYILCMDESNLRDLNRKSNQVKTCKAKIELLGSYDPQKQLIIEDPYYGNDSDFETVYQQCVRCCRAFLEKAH
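Test system – LMPTP-A phosphatase enzyme · Quantity – 0.625 nM LMPTP-A final · Reagent – OMFP substrate, 400 µM final · Dosing – one test concentration per compound, 20 µM, with 3% DMSO overall · Timing – 50 min enzyme reaction at room temperature, protected from light · Detection – fluorescence intensity · Controls – substrate-only low control, DMSO enzyme-plus-substrate high control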
* hit, by the source's call; i = inactive; · = no result given.

SMILES	STEP block	NadD block	DNMT1 block	TbMetRS inhib	Scp1 inh	NRP1-CendR mod	Neddylation inh	SKN-1 block	SUMO1-SIM PPI	LMPTP block
COc1ccc(N2CCN(C(=O)c3ccc(SC)cc3OC)CC2)cc1	0	4	5	-0.8	3	-3	i	-4	-1	-0.2
Cc1cc(=O)oc2c(C)c(OCC(=O)c3ccccc3)ccc12	18	-2	-10	0.4	1	1	i	-7	2	3.0
COc1ccc(CNC(=O)C2CCCN(C(=O)Nc3ccc(OC)cc3)C2)cc1 (stereo unspecified)	0	-2	2	-0.1	-1	5	i	5	4	-0.6
COc1ccc(/C=C(\NC(=O)c2ccc(C)cc2)C(=O)NCCCn2ccnc2)cc1OC	-1	1	1	0.0	1	12	i	1	-11	-5.9
CC(=O)Nc1cc(-c2ccc(N)nc2)cn2c(-c3cccc(C(F)(F)F)c3)cnc12	2	18	-46	-0.1	·	-65	i	14	-6	0.3
COc1ccccc1NC(=O)CCSc1nc(C)cc(C)n1	-2	-6	-7	-1.0	-4	6	i	7	4	-0.1
COc1ccc(NC(=O)CN(c2cc(C)cc(C)c2)S(=O)(=O)c2c(C)noc2C)cc1	1	3	4	-0.4	-12	-5	i	-1	0	-0.1
CC1(C(=O)NS(=O)(=O)Cc2cccc(Cl)c2)CCN1C(=O)c1ccc(C2CCCCC2)cc1 (stereo unspecified)	0	7	78*	0.1	·	-11	i	20	5	-1.0
O=C(CSc1nc2ccccc2s1)NC1CCCc2ccccc21 (stereo unspecified)	0	-4	-3	-0.1	-12	4	i	17	2	2.5
Cc1c(OCC(=O)N[C@@H](CSCc2ccccc2)C(=O)O)ccc2c3c(c(=O)oc12)CCC3	4	0	-1	-0.1	-4	-17	i	2	5	-0.5
Cc1noc(C)c1C(=O)N1CCC(CO)(Cc2ccccc2)CC1	-4	0	1	0.0	-1	4	i	4	13	2.3
CCOc1ccc(NC(=O)Nc2cnccn2)cc1	0	9	4	1.5	-1	5	i	-8	3	-1.3
COC(=O)c1sccc1NC(=S)Nc1ccc(C)cc1	6	-2	6	-0.4	0	7	i	11	6	-0.1
O=C(O)c1ccc(/C=C2\COc3ccccc3C2=O)cc1	-2	0	4	0.3	23	-12	i	6	6	-0.2
CC(C)Cc1nc2oc3c(N4CCN(CCO)CC4)ncnc3c2c2c1CCCC2	2	-8	-7	0.1	-8	2	i	18	1	0.5
CN(C)c1ccc2c3c(ccc(N(C)C)c13)COC2	4	-2	-4	0.4	-6	-3	i	2	4	1.5
CC(C)Cn1c(NCCO)nc2ccccc21	-3	-2	2	0.0	3	-15	i	-7	2	3.0
COC(=O)c1ccccc1NC(=O)CSc1nnnn1CC(=O)O	-2	8	2	0.2	-1	2	i	9	-2	-0.6
CSc1nc(C)c(Cc2ccccc2)c(=O)[nH]1	2	6	0	0.1	-4	12	i	3	-1	-0.5
C=CCn1c(C)nnc1SCC(=O)N1c2ccccc2NC(=O)C1(C)C	0	-8	0	-0.2	·	-2	i	15	3	-1.7
O=C(CCc1ccccc1)Nc1ccc(S(=O)(=O)NC2=NCCCCC2)cc1	0	-4	2	0.4	-5	13	i	-7	4	-1.5
COc1ccccc1OCCSc1nc2ccccc2n1CC(=O)O	0	-1	80*	-0.1	·	-12	i	8	35	-2.8
O=C(Nc1nc2c(s1)CN(Cc1ccccc1)CC2)c1cccc(S(=O)(=O)N2CCc3ccccc32)c1	-8	34*	-16	-0.7	7	61	i	12	-6	2.9
O=C(Nc1ccncc1)c1ccccc1-c1ccccc1	4	10	5	-0.1	-5	5	i	-7	-1	-1.8
CS(=O)(=O)N(CC(=O)N1CCN(c2cccc(Cl)c2)CC1)c1cccc(F)c1	3	0	-3	-1.4	-2	-4	i	-17	-1	1.1

Gathered by group, the compounds so far with a Cl atom (two)
SMILES	STEP block	NadD block	DNMT1 block	TbMetRS inhib	Scp1 inh	NRP1-CendR mod	Neddylation inh	SKN-1 block	SUMO1-SIM PPI	LMPTP block
CC1(C(=O)NS(=O)(=O)Cc2cccc(Cl)c2)CCN1C(=O)c1ccc(C2CCCCC2)cc1 (stereo unspecified)	0	7	78*	0.1	·	-11	i	20	5	-1.0
CS(=O)(=O)N(CC(=O)N1CCN(c2cccc(Cl)c2)CC1)c1cccc(F)c1	3	0	-3	-1.4	-2	-4	i	-17	-1	1.1

(list continues)
SMILES	STEP block	NadD block	DNMT1 block	TbMetRS inhib	Scp1 inh	NRP1-CendR mod	Neddylation inh	SKN-1 block	SUMO1-SIM PPI	LMPTP block
O=P(OC1CCCCC1)(OC1CCCCC1)C(O)c1ccc(Cl)cc1Cl (stereo unspecified)	1	1	-4	-0.4	-18	-3	i	5	-1	2.9
O=C1NCC(COc2ccc([N+](=O)[O-])cc2)O1 (stereo unspecified)	-2	-5	2	0.3	-7	2	i	-13	-18	-0.9
CCOC(=O)C1CCN(c2c(NCCCN3CCCCC3)c(=O)c2=O)CC1	3	-1	93*	0.5	-7	2	i	-2	-2	-0.4
COC(=O)c1ccccc1N(C)S(C)(=O)=O	-3	-3	-1	0.0	-2	-12	i	2	2	-1.9
COc1ccc(/C=C2\SC(=O)N(CCC(=O)Nc3ccc(S(=O)(=O)Nc4nccs4)cc3)C2=O)cc1	1	76*	-4	0.3	-6	11	i	15	-2	5.5
Cc1ccc(NC(=O)CC2S/C(=N/c3nccs3)N(C)C2=O)c(C)c1 (stereo unspecified)	1	-1	3	-0.6	-2	3	i	13	-5	0.5
COc1ccccc1C(=O)NC(CCSC)C(=O)OC(C)C(N)=O (stereo unspecified)	-2	-8	2	-0.5	-5	-1	i	-9	2	0.3
CCCNC(=O)C1(C)CCCN(CCC(=O)c2ccccc2)C1 (stereo unspecified)	0	5	4	-0.3	·	2	i	18	-2	1.1
CCc1cccc(C)c1NC(=O)CSc1nnc(-c2ccco2)n1N	3	1	1	0.4	2	-6	i	-9	1	-1.1
O=C(CSc1nccc(=O)[nH]1)Nc1ccc(F)c(Cl)c1	0	-4	1	0.3	-6	2	i	-1	-3	0.0
CCN1CCN(S(=O)(=O)c2cc(OCC(=O)NC3CCCCC3)c(C)cc2Cl)CC1	-4	-4	1	-1.6	10	-3	i	-15	3	-2.3
COCCOC(=O)c1c(NC(=O)COC(=O)Cc2cccc(OC)c2)sc(C(N)=O)c1C	-2	-1	3	-0.3	3	-9	i	12	-4	2.3
Cc1cccc(NC(=O)C2CCN(S(=O)(=O)c3c(C)nn(C)c3C)CC2)n1	2	1	-3	-0.8	-2	-12	i	-13	1	-0.8
CSc1cccc(NC(=O)CCCOc2ccc(Cl)cc2C)c1	1	3	-4	0.7	-13	-1	i	-4	1	4.3
Cc1cc(NC(=O)CSc2n[nH]c(CC(C)C)n2)no1	-1	1	1	-0.1	-6	-10	i	2	4	0.2
O=C1c2ccccc2C(O)N1Cc1ccco1 (stereo unspecified)	-2	-4	1	-0.1	-4	-2	i	-5	3	-0.9
CC(=O)c1sc2nc(-c3cccs3)cc(C(F)(F)F)c2c1N	-1	3	-1	-0.2	-3	21	·	19	-6	-0.2
COc1ccc(N2C(=O)CSC23CCCCC3)cc1	0	2	-8	0.2	-8	14	i	7	0	-0.2
Cc1ccc(CSc2ccc3nnc(-c4cccnc4)n3n2)cc1	2	1	0	0.5	-2	2	i	9	-7	-1.0
O=C(O)c1ccc(S(=O)(=O)c2ccc3c(c2)C(=O)N(Cc2ccco2)C3=O)cc1	5	-1	0	1.5	-1	-28	i	11	-3	-1.0
Cc1ccc(C(C2=C(O)CC(C)(C)CC2=O)C2C(=O)CC(C)(C)CC2=O)o1 (stereo unspecified)	0	-2	3	0.0	-3	-6	i	-1	3	-1.4
O=C(CSc1nnnn1-c1ccc(Cl)cc1)N1CCc2ccccc2C1	-1	-9	-8	0.7	-16	2	i	-4	-2	1.2
Cc1ccc(N(Cc2cc(=O)[nH]c3ccccc23)C(=O)C(C)C)c(C)c1	-1	-11	-2	-0.8	-6	-1	i	6	0	-0.3
Cn1nnnc1SC(C(=O)Nc1cccc(C(F)(F)F)c1)c1ccccc1 (stereo unspecified)	-6	-12	-7	0.1	-10	5	i	3	0	1.9
CC(C)(C)OC(=O)NCCCC[C@H](NC(=O)c1nc[nH]c1C(=O)NCc1ccc(CNC(=O)OC(C)(C)C)cc1)C(=O)OC(C)(C)C	3	8	-20	-0.1	-6	10	i	14	1	1.0
COc1ccc(/C=N/N2CCOCC2)cc1COc1ccc(Cl)cc1	1	0	-10	-0.4	0	10	i	2	-4	2.2
CC(OC(=O)CN1C(=O)NC2(CCCC2)C1=O)c1ccc(F)cc1 (stereo unspecified)	-1	4	5	-0.5	-4	9	i	-3	-2	-1.0
Cc1nn(-c2ccccc2)c2c1C(c1ccc(O)c(O)c1)N1C(=N2)C(Nc2ccccc2)=Nc2ccccc21 (stereo unspecified)	2	18	-16	-0.3	1	3	i	25	1	-0.7

Three entries already listed, ordered by SMILES length, ascending:
SMILES	STEP block	NadD block	DNMT1 block	TbMetRS inhib	Scp1 inh	NRP1-CendR mod	Neddylation inh	SKN-1 block	SUMO1-SIM PPI	LMPTP block
CSc1cccc(NC(=O)CCCOc2ccc(Cl)cc2C)c1	1	3	-4	0.7	-13	-1	i	-4	1	4.3
CCc1cccc(C)c1NC(=O)CSc1nnc(-c2ccco2)n1N	3	1	1	0.4	2	-6	i	-9	1	-1.1
Cc1ccc(N(Cc2cc(=O)[nH]c3ccccc23)C(=O)C(C)C)c(C)c1	-1	-11	-2	-0.8	-6	-1	i	6	0	-0.3

Single records (already shown). Values in the order: STEP block	NadD block	DNMT1 block	TbMetRS inhib	Scp1 inh	NRP1-CendR mod	Neddylation inh	SKN-1 block	SUMO1-SIM PPI	LMPTP block
Record of O=C(O)c1ccc(S(=O)(=O)c2ccc3c(c2)C(=O)N(Cc2ccco2)C3=O)cc1 : 5	-1	0	1.5	-1	-28	i	11	-3	-1.0
Record of Cc1ccc(C(C2=C(O)CC(C)(C)CC2=O)C2C(=O)CC(C)(C)CC2=O)o1 (stereo unspecified) : 0	-2	3	0.0	-3	-6	i	-1	3	-1.4
Record of CCc1cccc(C)c1NC(=O)CSc1nnc(-c2ccco2)n1N : 3	1	1	0.4	2	-6	i	-9	1	-1.1
Record of O=C(CSc1nccc(=O)[nH]1)Nc1ccc(F)c(Cl)c1 : 0	-4	1	0.3	-6	2	i	-1	-3	0.0
Record of COC(=O)c1ccccc1N(C)S(C)(=O)=O : -3	-3	-1	0.0	-2	-12	i	2	2	-1.9

Source: PubChem BioAssay
